K1F lysis inhibition – inhibition of K1F phage lysis, E. coli UTI89, bacterial capsule biogenesis inhibitors, alamar blue (AID 488966). hit rate 0.02% among 340,000. E. coli UTI89 K1F phage lysis, alamar blue, 2 h; higher % means a stronger effect. inhibition, % at 100 µM, or IC50 in µM where a hit was titrated;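 active = phage lysis inhibition, versus mean bacterial control, above a set limit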;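 also: capsule biogenesis inhibitors block K1F phage lysis so surviving cells raise fluorescence; higher fluorescence means more inhibition of phage lysis; actives were called in the ten point dose series up to 300 µM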
WT yeast gro inh – growth inhibition of WT strain, primary screen, mitochondrial fusion inhibitor project, WT and mutant strains, chemical genetic; inhibition, % at 10 µM; mitochondrial fusion phenotypic screen; AID 1362, 2008; hit rate 2.1% among 190,000; in the data active = inhibition above about 58%; tested in S. cerevisiae
human PMI inhibition – inhibitors of human PMI, primary screen, biochemical, fluorescence intensity, coupled assay (AID 1209); Mannose-6-phosphate isomerase (Homo sapiens); purified PMI enzyme, coupled fluorescence intensity; higher % means a stronger effect; one-dose inhibition, % at 20 µM; IC50 in µM for titrated hits; hit rate 0.42% among 190,000;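 also: plate controls were DMSO vehicle for no effect and wells lacking substrate for full effect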
TNAP activators – human TNAP enzyme activators, primary screen, biochemical, luminescent, no phosphate acceptor, uHTS (AID 1001); Alkaline phosphatase, tissue-nonspecific isozyme (Homo sapiens); hit rate 0.03% among 200,000; activation fold at 20 µM, or EC50 in µM where a hit was titrated; purified TNAP, luminescent activation assay, no phosphate acceptor; higher activation fold means a stronger effect; in the data active = activation fold from about 3, or a potency from the dose series; inactive = the rest, 99 in 100 with activation fold below about 1.6; also: many of its hits are not listed in these tables
P. falciparum M1AAP – P. falciparum M1AAP inhibitors, biochemical, fluorogenic H-Leu-NHMec substrate, 1536-well (AID 1445); Aminopeptidase N (Plasmodium falciparum (isolate 3D7)); recombinant M1AAP, H-Leu-NHMec fluorogenic kinetic assay; higher % means a stronger effect; one-dose inhibition, % at 30 µM; IC50 in µM for titrated hits; hit rate 0.42% among 220,000;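 active = primary inhibition above the hit cutoff, then over 50% inhibition at one or more dose response concentrations, cut at about 23% in these data, passing the limit was not always enough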;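 also: plate controls were DMSO full reaction for no effect and no enzyme background for full effect; strong numbers were not always called active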
Myeloid diff 2 – induction of myeloid progenitor differentiation, primary screen, cell-based, flow cytometry, MLPCN library | ER-HoxA9 myeloid progenitors, lysozyme-GFP differentiation | calls only at 10 µM | hit rate 1% among 360,000;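 active = normalized GFP-positive differentiation at or above the plate's own cutoff, the solvent-only control mean plus 3 SD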;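 also: cells exposed to compound for four days before flow analysis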
CSM14.1 death rescue – rescue of cells from ER stress-induced death, primary screen, 384-well, CSM14.1, thapsigargin, ATP luminescence (AID 1222); cellular ATP content (survival), % at 20 µM, or EC50 in µM where a hit was titrated; 190,000 tested, under 10 active; CSM14.1 thapsigargin-induced death rescue, ATP luminescence; higher % means a stronger effect;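 active = EC50 below 50 µM in the dose-response confirmation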;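 also: death triggered by thapsigargin at about 15 µM added after 2 h compound pretreatment; cell ATP read after overnight thapsigargin exposure of roughly 18 to 22 hours; normalized against plate controls of thapsigargin alone and 5% DMSO vehicle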
Lipid droplet – inhibitors of hepatocyte lipid droplet formation, primary screen, imaging, high-throughput imaging, BODIPY stain; inhibition, % at 6.5 µM; hit rate 0.4% among 240,000; AML12 mouse hepatocytes, oleate lipid droplets;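 active = lipid droplet intensity inhibited by at least 50%, with more than 500 cells counted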
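material = mouse AML12 hepatocyte cell line, fixed after treatment | also added = 100 µM oleic acid challenge | doses = compound at 6.5 µM only | schedule = overnight exposure | technique = Image-based BODIPY and DAPI two-channel analysis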
PMI inhibition – human PMI inhibitors, high substrate, primary screen, biochemical, fluorescence intensity, high mannose 6-phosphate (AID 1220) | Mannose-6-phosphate isomerase (Homo sapiens) | recombinant PMI enzyme, coupled fluorescence intensity; higher % means a stronger effect | hit rate 0.66% among 190,000 | one-dose inhibition, % at 20 µM; IC50 in µM for titrated hits
WT yeast gro inh mutant strain – also measured in WT yeast gro inh; calls as there; inhibition, %; mitochondrial fusion phenotypic screen, mutant strain inhibition
Lipid droplet cells 6.5 µM – second read-out of Lipid droplet, no call of its own (marks repeat the call); cell count; measured here: cell count, cytotoxicity flag;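 cells counted across two imaged fields per well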
Myeloid diff 2 GFP+ MAC1+ % – also measured in Myeloid diff 2; calls as there; GFP+ MAC1+ double positive, %; measured here: differentiation confirmed by MAC1 staining
* hit, by the source's call; i = inactive; . = no result given; [ ] = dose if it differs, or a comment. Rule as the data show it, unless noted: active = inhibition above about 50%; inactive = the rest.

SMILES	K1F lysis inhibition	WT yeast gro inh	WT yeast gro inh mutant strain	human PMI inhibition	TNAP activators	P. falciparum M1AAP	Myeloid diff 2	Myeloid diff 2 GFP+ MAC1+ %	CSM14.1 death rescue	Lipid droplet	Lipid droplet cells 6.5 µM	PMI inhibition
O=c1c2ccccc2nc2n1C(CSCc1ccccc1)CS2 (stereo unspecified)	-0.1%	14	21	1%	1.1	-1%	i	1.8	-0.2%	-9	631	-2%
CNC(=S)NNC(=O)c1ccc(C(C)(C)C)cc1	-0.6%	.	.	.	.	8%	i	0.7	.	0	669	.
COc1cccc(C(=O)COC(=O)C(C)N2C(=O)c3ccccc3C2=O)c1 (stereo unspecified)	-0.4%[50 µM]	4	0	5%	1.1	11%	i	21	0.4%	.	.	4%
O=C(Nc1ccccc1)C1=C[C@@H](c2coc3ccccc3c2=O)C[C@@H](OCc2ccc(CO)cc2)O1	3.9%	32	-10	15%	0.9	4%	i	2.2	3.2%	-15	663	0%
CN1CCN(c2ccc([N+](=O)[O-])cc2/C=N/NC(=O)c2ccc(F)cc2)CC1	-0.1%	24	6	7%	1.1	5%	i	0.7	0.3%	0	841	7%
COc1cccc(-c2cc3nc4c(c(N5CCC6(CC5)OCCO6)n3n2)CCCC4)c1	i	70*	34*	30%	1.1	9%	i	11	.	8	669	28%
CCN1C(=O)C(CC(=O)Nc2ccc(F)cc2)N(Cc2ccco2)C1=S (stereo unspecified)	1.3%	14	-9	2%	1	2%	i	0.6	-0.6%	17	714	2%
CC(=O)Nc1ccc(S(=O)(=O)c2ccc(N)cc2)cc1	2.3%	2	-2	-12%	1	1%	i	1.7	-2.8%	.	.	-8%
COc1ccc(/C=N/NC(=S)NCC2CCCO2)cc1 (stereo unspecified)	0.8%	.	.	.	.	4%	i	0.5	.	-5	705	.
O=C(O)CC/C(=N/NC(=O)CNC(=O)Cc1ccccc1)c1ccccc1	0.1%	.	.	.	.	-6%	i	0.5	.	-61	800	.
COc1ccc(-c2csc3ncn(CC(=O)N4CCOCC4)c(=O)c23)cc1	0.1%	0	-13	16%	1.1	14%	i	0.2	0.1%	-9	683	13%
O=C(COC(=O)/C=C/c1cccc([N+](=O)[O-])c1)NCc1ccco1	-0.3%	7	6	-1%	1.1	4%	i	0.2	-1.3%	27	711	-9%
O=[N+]([O-])c1ccc(NCCCNS(=O)(=O)c2ccccc2)c(Cl)c1	1.9%	21	1	16%	1.1	5%	i	0.9	-0.7%	-12	589	8%
COc1cc(/C=C2\CCc3c2nc2ccccc2c3C(=O)O)cc(OC)c1OC	0.1%	.	.	.	.	8%	i	1.0	.	10	733	.
CSc1nsc(SC)c1C(=O)NC(=O)Nc1cccnc1	-0.2%	.	.	.	.	-6%	i	0.4	.	-2	695	.
Cc1cc(C)c(S(=O)(=O)N2CCCC2=O)c(C)c1	1.0%	2	7	11%	1.1	-4%	i	0.2	3.2%	-19	588	7%
CC(C(=O)O)N1CCCCC1 (stereo unspecified)	0.2%	.	.	.	.	-4%	i	0.1	.	30	701	.
O=C(CSc1ccsc1[N+](=O)[O-])N1CCN(c2ccccn2)CC1	0.2%	-10	0	5%	1.1	3%	i	0.7	-0.6%	-2	647	14%
COc1ccc2[nH]c(C)c(CCN3C(=O)C4CC=CCC4C3=O)c2c1 (stereo unspecified)	-1.7%	7	-4	2%	1.2	6%	i	1.5	-1.5%	.	.	6%
O=C(CN1C(=O)c2ccccc2C1=O)Nc1nc(-c2cccc([N+](=O)[O-])c2)cs1	.	4	-6	-6%	1.1	3%	.	.	-2.2%	22	842	-7%
COc1ccc(/C=C/C(=O)OCC(=O)Nc2ccc(S(N)(=O)=O)cc2)cc1OC	0.7%	-3	-7	11%	1	7%	i	0.5	-1.2%	1	683	17%
Cc1ccccc1-n1c(-c2csc(C)c2C)n[nH]c1=S	-5.0%	24	13	12%	1.1	-1%	i	0.5	-0.8%	-8	707	13%
CCCOC(=O)c1ccc(O)c(OC)c1	0.7%	20	15	11%	1.1	-5%	i	0.1	0.4%	0	666	14%
COc1cc(C)nc(Oc2ccc(OCCOc3ccccc3)nn2)n1	0.0%	-21	-10	.	1	10%	i	0.1	0.1%	-12	697	.
COc1ccc(Cn2c(C)c(C)c(C#N)c2NC(=O)Nc2cccc(C)c2)cc1	-0.2%	-8	-6	-2%	1.2	0%	i	1.3	-0.7%	.	.	-10%

Following part.
SMILES	K1F lysis inhibition	WT yeast gro inh	WT yeast gro inh mutant strain	human PMI inhibition	TNAP activators	P. falciparum M1AAP	Myeloid diff 2	Myeloid diff 2 GFP+ MAC1+ %	CSM14.1 death rescue	Lipid droplet	Lipid droplet cells 6.5 µM	PMI inhibition
Cc1ccccc1OCC(=O)NN1CCN(C)CC1	2.9%	-25	-9	9%	1.1	0%	i	0.6	-1.1%	2	659	8%
Cc1cc(Cl)ccc1OCCCC(=O)N/N=C/c1cccc([N+](=O)[O-])c1	0.6%	7	8	12%	1.1	3%	i	0.6	-3.8%	5	722	-2%
COc1ccc(CNC(=O)CS(=O)CC(=O)O)cc1OC (stereo unspecified)	0.6%	-13	4	-2%	1.1	9%	i	0.7	0.9%	9	689	-3%
O=C(O)C1CC=CCC1C(=O)N1CCc2ccccc21 (stereo unspecified)	-0.6%	-3	13	-10%	1.1	1%	i	1.1	-3.7%	-19	669	-8%
Cc1ccc(CN2CCN(Cc3cnc(N(C)C)s3)CC2CCO)o1 (stereo unspecified)	0.8%	-6	7	6%	1.1	1%	i	0.4	-1.3%	-1	689	5%
O=[N+]([O-])c1ccccc1S(=O)(=O)Oc1ccccc1/C=N/n1cnnc1	1.2%[50 µM]	-21	11	2%	1.1	-3%	i	0.3	-0.4%	-21	648	2%
CCCOc1ccccc1C1NC(=O)NC(C)=C1C(=O)OCCOC (stereo unspecified)	0.2%	19	5	4%	1.1	-13%	.	.	-0.8%	.	.	9%
CCOCCCn1c(-c2ccc(Cl)cc2)n[nH]c1=S	0.7%	48	0	-1%	0.7	7%	i	2.3	-2.4%	2	747	-2%
CCN(CC)S(=O)(=O)c1ccc2c(c1)[nH]c(=S)n2CC	-0.5%	-6	-4	2%	1.6	9%	i	0.1	-2.0%	-5	668	0%
O=C(COC(=O)C1=COCCO1)Nc1ccc2c(c1)OCO2	0.4%	-6	-1	0%	1.1	3%	i	1.1	-2.4%	.	.	6%
CN(CC(=O)Nc1ccc(Cl)cc1)C(=O)c1cccc(S(=O)(=O)N(C)C)c1	2.4%[50 µM]	-11	21	10%	1	6%	i	0.6	1.6%	-26	437	-3%
OCCC1CN(Cc2nc3ccccc3s2)CCN1C1CCCC1 (stereo unspecified)	-0.2%	4	-13	5%	1	-6%	i	0.7	-2.2%	-1	526	10%
CCNC(=S)N(CCc1c(C)[nH]c2ccc(C)cc12)Cc1cc(OC)c(OC)c(OC)c1	-1.0%	-10	-31	9%	1.1	-3%	i	3.4	0.0%	-40	690	16%
CCCCOC(=O)Nc1sc2c(c1C(=O)OC)CCC2	5.5%	10	1	8%	1.1	3%	i	2.2	0.7%	.	.	12%
O=c1nc(SCc2ccc(Cl)cc2)nc(-c2ccccc2)[nH]1	0.0%	.	.	.	.	7%	i	0.4	.	-34	675	.
Cc1cc(C)c(C(=O)COC(=O)c2ccc(NC(=O)CC#N)cc2)cc1C	0.1%	.	.	.	.	2%	i	0.6	.	-8	656	.
COCCn1c(-c2ccccc2)nc2ccccc21	0.5%	9	-12	6%	1.1	1%	i	0.2	-3.2%	2	775	8%
O=[N+]([O-])c1ccc(-c2nnc(-c3ccccc3)c(N3CCOCC3)n2)cc1	0.5%	-1	3	12%	1.1	2%	i	0.5	0.2%	18	665	15%
C=C1CN(CC(=O)OC)S(=O)(=O)c2ccccc21	0.0%	.	.	.	.	4%	i	1.9	.	-1	614	.
Cc1[nH][nH]c(=O)c1C(c1ccc(-c2ccc(Cl)c(Cl)c2)o1)c1c(C)[nH][nH]c1=O	0.9%	-15	-1	-16%	1.3	6%	i	1.1	-0.3%	17	806	-45%
COc1c(OC(C)=O)ccc(/C=C/c2ccc3cccc(OCc4ccccc4)c3n2)c1[N+](=O)[O-]	-0.1%	9	-15	22%	1.1	6%	i	0.2	-2.9%	9	464	12%
Cn1c(CO)cnc1SCC(=O)c1ccc(Br)cc1	-2.3%	-24	8	-14%	1.1	3%	i	0.0	-1.2%	23	681	-13%
CCOC(=O)C1CCN(c2c(NCCC(C)C)c(=O)c2=O)CC1	-1.2%[50 µM]	.	.	.	.	15%	i	0.3	.	-11	699	.
CCOC(=O)c1cc2c(=O)n3ccccc3nc2n(Cc2ccccc2)c1=N	-1.6%	10	3	8%	1	3%	i	1.3	.	-9	634	9%
CN(Cc1ccon1)Cc1cn[nH]c1-c1ccc(-c2ccccc2)cc1	-0.5%	48	15	.	1.1	9%	i	0.2	0.9%	-6	609	.

As entered above.
K1F lysis inhibition result of CCN(CC)S(=O)(=O)c1ccc2c(c1)[nH]c(=S)n2CC → -0.5%
Lipid droplet result of CN(Cc1ccon1)Cc1cn[nH]c1-c1ccc(-c2ccccc2)cc1 → -6

Carrying on.
SMILES	K1F lysis inhibition	WT yeast gro inh	WT yeast gro inh mutant strain	human PMI inhibition	TNAP activators	P. falciparum M1AAP	Myeloid diff 2	Myeloid diff 2 GFP+ MAC1+ %	CSM14.1 death rescue	Lipid droplet	Lipid droplet cells 6.5 µM	PMI inhibition
CCCC(=O)OCC(=O)Nc1ccc(N=Nc2ccccc2)cc1	1.7%[50 µM]	7	17	16%	1	9%	i	0.3	2.1%	18	615	19%
Cn1c(=O)cc(SCC(=O)NCC2CCCO2)c2ccccc21 (stereo unspecified)	0.1%	10	-8	12%	1.1	-1%	i	0.8	-1.1%	.	.	7%
CC1CCCC(C)N1C(=O)CSc1nnc(NC(=O)Cc2cccs2)s1 (stereo unspecified)	0.8%	10	6	-16%	1.2	-3%	i	1.4	2.8%	.	.	-13%
Cc1nn(-c2ccccc2)nc1C(=O)c1c(C)[nH]n(-c2ccccc2)c1=O	-0.8%	.	.	.	.	8%	i	1.1	.	2	647	.
O=C(CCN1C(=O)c2ccccc2C1=O)Nn1cnnc1	-1.1%	-13	3	-4%	1.1	1%	i	7.7	-1.1%	.	.	-2%
CN(C)S(=O)(=O)c1ccc(Cl)c(NC(=O)CSc2nnnn2-c2ccc(O)cc2)c1	0.3%	10	3	-17%	1	7%	i	0.9	0.4%	-4	683	-10%
